M5 antag: blocks acetylcholine activation of human M5 receptor; P08912; CHO-hM5 cells, Fluo-8 calcium fluorescence, ACh EC80; inhibition, % at 3 µM; 0.59% of 360,000 active;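 active = inhibition above a per-plate cutoff, the mean of that plate's test compounds plus 3 SD, cut at about 27% in these data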;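 also: 0% = acetylcholine EC80 with DMSO and 100% = DMSO without agonist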
Target sequence (P08912 whole entry, looked up): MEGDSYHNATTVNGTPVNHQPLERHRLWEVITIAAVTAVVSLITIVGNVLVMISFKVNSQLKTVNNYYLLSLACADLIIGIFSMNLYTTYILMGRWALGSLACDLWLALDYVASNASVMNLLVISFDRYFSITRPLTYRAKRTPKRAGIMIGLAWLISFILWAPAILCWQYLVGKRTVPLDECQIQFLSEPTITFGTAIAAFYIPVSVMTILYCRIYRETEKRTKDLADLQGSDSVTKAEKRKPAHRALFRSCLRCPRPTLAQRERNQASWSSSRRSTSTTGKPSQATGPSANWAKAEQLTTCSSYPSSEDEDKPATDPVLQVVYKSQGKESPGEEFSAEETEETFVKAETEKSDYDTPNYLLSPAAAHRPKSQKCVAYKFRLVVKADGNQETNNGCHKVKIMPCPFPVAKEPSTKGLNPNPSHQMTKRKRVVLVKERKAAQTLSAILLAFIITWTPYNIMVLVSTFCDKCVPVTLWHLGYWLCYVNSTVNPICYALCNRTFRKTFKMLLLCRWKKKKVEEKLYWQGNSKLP
CHRM1 agonist: activates human CHRM1 receptor | activation, % at 3 µM | CHO-K1 hM1, Fluo-8 calcium fluorescence, agonist mode; 0% DMSO, 100% acetylcholine EC100 | 0.33% of 360,000 active;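 active = activation above the run's mean compound activation plus 3 SD, cut at about 16% in these data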;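 also: peak over basal fluorescence ratio within a 140 s kinetic read after compound addition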
Target sequence (P11229 whole entry, looked up): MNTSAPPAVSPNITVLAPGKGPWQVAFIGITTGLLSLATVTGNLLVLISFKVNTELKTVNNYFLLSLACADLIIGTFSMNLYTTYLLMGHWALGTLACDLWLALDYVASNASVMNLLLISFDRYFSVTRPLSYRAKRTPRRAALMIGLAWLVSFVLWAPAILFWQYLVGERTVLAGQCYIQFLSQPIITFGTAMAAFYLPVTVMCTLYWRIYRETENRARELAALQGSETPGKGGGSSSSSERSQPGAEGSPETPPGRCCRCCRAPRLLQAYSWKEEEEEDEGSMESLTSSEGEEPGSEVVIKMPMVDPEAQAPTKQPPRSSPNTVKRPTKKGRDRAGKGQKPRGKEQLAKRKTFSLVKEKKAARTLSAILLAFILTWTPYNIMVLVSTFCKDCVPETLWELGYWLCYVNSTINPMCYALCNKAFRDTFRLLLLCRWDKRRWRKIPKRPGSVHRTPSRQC
M1 antag: antagonists of human M1 muscarinic receptor. P11229. CHO-K1 hM1, Fluo-8 calcium fluorescence, ACh EC80 antagonist. AID 588852. inhibition, % at 3 µM. 1.3% of 360,000 active;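 active = percent inhibition above its own plate's cutoff, namely the mean of that plate's compound wells plus 3 SD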;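 also: peak over basal fluorescence ratio during 140 s after agonist addition; 0% = ACh EC80 plus DMSO and 100% = DMSO alone without agonist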
CHRM5 PAM: potentiates acetylcholine response at human M5 receptor | 0.3% of 360,000 active | activation, % at 3 µM | CHO-K1 hM5, Fluo-8 calcium, ACh EC20 PAM; 0% = ACh EC20, 100% = ACh EC100;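 active = activation above the run cutoff, the mean activation of all test compounds plus 3 SD, cut at about 18% in these data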
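Assay system: CHO-K1 hM5 cells / Incubation: Fluo-8 loading 80 min at 37 °C plus 30 min room temperature / Technique: Fluo-8 calcium dye fluorescence, kinetic read / Repeats: single replicate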
M4 ag: CHRM4 agonism in calcium assay. CHO-K1 hM4/Gqi5, Fluo-8 calcium fluorescence; vehicle 0%, full acetylcholine response 100%. activation, % at 3 µM. AID 624127. P08173. 0.14% of 360,000 active;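 active = activation above the run mean over all test wells plus 3 SD, cut at about 32% in these data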;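 also: peak over basal fluorescence ratio per well then scaled between controls; 0% = DMSO wells and 100% = acetylcholine at EC100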
M5 ag: CHRM5 agonism in calcium assay. P08912. CHO-K1 hM5 cells, Fluo-8 calcium fluorescence; 0% DMSO wells, 100% maximal acetylcholine response. activation, % at 3 µM. 0.19% of 360,000 active;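 active = activation above the run's mean over test compounds plus 3 SD, cut at about 23% in these data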;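 also: signal is peak over basal fluorescence ratio across the kinetic read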
CHRM1 PAM: human CHRM1 positive allosteric modulation | P11229 | CHO-K1 hM1, Fluo-8 calcium fluorescence, ACh EC20; 0% = ACh EC20, 100% = maximal ACh | activation, % at 3 µM | 0.088% of 360,000 active; in the data active = activation above about 19%, passing the limit was not always enough
M4 antag: blocks acetylcholine activation of human M4 receptor. P08173. CHO-hM4 cells, ACh EC80, Fluo-8 calcium fluorescence. inhibition, % at 3 µM. 0.73% of 360,000 active. AID 624125;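 active = inhibition above its plate's cutoff, the mean inhibition of sample wells plus 3 SD, cut at about 27% in these data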;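 also: 0% = acetylcholine EC80 with DMSO and 100% = DMSO without agonist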
TAAR1 agonist: human TAAR1 agonism; CHO RD-HGA16 TAAR1, Fluo-8 calcium fluorescence; vehicle wells 0%, saturating PEA agonist 100%; 0.99% of 360,000 active; activation, % at 3 µM; Q96RJ0;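 active = activation above the mean activation of all test compounds in the run plus 3 SD, cut at about 38% in these data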
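Test system: RD-HGA16 (CHO) cells co-expressing Gα16 and hTAAR1 / Benchmarks: DMSO vehicle as 0%, PEA at EC100 as 100% / Repeats: no replicates (n 1) / Measure: % activation from peak over basal fluorescence ratio, DMSO-to-PEA scaled / Timing: 17-24 h plating, Fluo-8 75 min 37 °C, 30 min RT / Technique: kinetic Fluo-8 calcium fluorescence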
* marks the source's active call; other numbers are inactive results.

SMILES	M5 antag	CHRM1 agonist	M1 antag	CHRM5 PAM	M4 ag	M5 ag	CHRM1 PAM	M4 antag	TAAR1 agonist
Cc1ncc([N+](=O)[O-])n1CCOC(=O)NC(NCc1ccccc1Cl)C(Cl)(Cl)Cl (centres undefined)	6	-2	1	-4	5	0	4	-8	2
Cc1ccc2c(c1)N(Cc1ccc3c(c1)OCO3)C(=O)C(C)O2 (centres undefined)	-11	-12	-7	-2	2	-8	0	-11	11
COc1ccc(C2CC(c3ccccc3)Nc3nc(N)nn32)cc1 (centres undefined)	-12	-2	-6	2	2	3	4	6	1
O=C(Nc1cc(=O)[nH]c(=O)[nH]1)c1cc(Cl)ccc1Cl	-3	-2	-16	1	0	-2	13	-9	4
CC(C)N1CCOC1c1ccccc1 (centres undefined)	6	-1	-20	0	0	4	12	2	1
O=C1CC[C@@H](C(=O)N2CSC[C@@H]2C(=O)Nc2ccc(C(F)(F)F)cc2)N1	-6	3	-23	2	2	1	21	-9	2
CC1(C)CC(=O)C(C=NCCN2CCN(C(=S)NC3CCCCC3)CC2)=C(O)C1	-5	-8	-3	6	0	-2	14	-3	0
Cc1cc(C)c(C#N)c(Nc2ccc3c(c2)OCCO3)n1	2	-6	-22	3	-2	-1	14	-6	2
O=C(Cn1ncc2c(=O)oc3ccccc3c21)N1CCCN(Cc2ccccc2F)C1	13	-2	-3	-10	6	3	-3	-6	6
COc1cc(C(=O)NNC(=O)c2ccc(F)cc2)ccc1OCC(=O)N1CCOCC1	7	1	3	3	-1	3	8	-11	2
COc1ccccc1Nc1nc(-c2cccs2)cs1	6	0	18	-3	-1	0	1	6	2
O=S(=O)(N[C@H]1C[C@@H](NS(=O)(=O)OCC(Cl)(Cl)Cl)C2CCCCC21)OCC(Cl)(Cl)Cl (some centres undefined)	14	-4	4	-3	3	3	-5	4	12
COc1ccc(CNC(=O)N2[C@H]3CC[C@@H]2C=C(c2ccc(F)cc2OCc2ccccc2)C3)cc1OC	5	-2	-3	0	2	0	-2	0	8
O=C(Nc1ccncc1)Nc1ccc(Cl)cc1	14	4	8	-14	18	10	-5	-4	65*
CC(C)(C)c1ccc(OCc2nc(-c3ccccn3)no2)c(Br)c1	-3	-2	1	-4	0	-1	4	-16	17
O=C(COc1ccc2ccccc2c1)NC1=NCCS1	11	0	0	-1	1	-4	1	1	13
Cc1nnc(CN(C)C(=O)c2cc(COc3ccc(C)c(C)c3)on2)o1	0	-2	-3	-2	3	1	3	-13	1
O=C(Cc1ccccc1)Nc1ccnn1C1CCN(Cc2ccc(CO)o2)CC1	26	-3	-5	-9	2	-6	8	5	1
COc1ccc(C(=O)N2CCCc3ccccc32)cc1OC	3	-2	1	-6	1	-1	-2	-27	3
O=C(C1CCN(S(=O)(=O)c2cccc3nsnc23)CC1)N1CCCc2ccccc21	8	-1	-22	-10	9	1	-2	-2	19

One compound at a time, from the list above:
O=C(Cc1ccccc1)Nc1ccnn1C1CCN(Cc2ccc(CO)o2)CC1 in the list: M5 antag = 26; CHRM1 agonist = -3; M1 antag = -5; CHRM5 PAM = -9; M4 ag = 2; M5 ag = -6; CHRM1 PAM = 8; M4 antag = 5; TAAR1 agonist = 1
CC(C)(C)c1ccc(OCc2nc(-c3ccccn3)no2)c(Br)c1 in the list: M5 antag = -3; CHRM1 agonist = -2; M1 antag = 1; CHRM5 PAM = -4; M4 ag = 0; M5 ag = -1; CHRM1 PAM = 4; M4 antag = -16; TAAR1 agonist = 17

(more compounds)
SMILES	M5 antag	CHRM1 agonist	M1 antag	CHRM5 PAM	M4 ag	M5 ag	CHRM1 PAM	M4 antag	TAAR1 agonist
CC1(C)Cc2c(sc3ncnc(NNC(=S)NCc4ccccc4)c23)CO1	-12	-6	-7	3	2	-1	8	-8	5
COc1ccc(CNC(=O)CCc2ccc(S(=O)(=O)N3CCCCCC3)cc2)cc1OC	-4	-3	-21	4	2	1	10	4	3
O=C(CCNC(=O)c1ccco1)NCc1ccc(F)cc1	10	-4	-8	-1	0	0	10	6	6
Cc1cccc(CC(=O)Nc2c3c(nn2-c2cccc(Cl)c2)CS(=O)C3)c1 (centres undefined)	11	-3	15	-15	8	0	-6	3	4
CCOC(=O)C1(Cc2cccc(Cl)c2)CCCN(C(=O)c2cc(CC)on2)C1 (centres undefined)	-4	-4	-12	-2	4	-4	5	-8	4
CC(=O)C[C@@H](O)CC(=O)[C@H]1OC(=O)CCCCCCc2ccccc21	5	10	-1	-6	2	5	-7	7	8
Cc1ccc(CN2C(=O)CCC2C(=O)NCc2ccccc2Cl)cc1 (centres undefined)	-1	-3	-7	0	1	-2	6	3	1
COc1ccc(C(=O)NC(C)c2csc(C)n2)cc1OC1CCN(C(C)=O)CC1 (centres undefined)	11	-1	18	-7	15	0	-6	4	4
O=C(CN1CCCC1)N1c2ccccc2Sc2ccc(C(F)(F)F)cc21	99*	-6	99*	-16	1	-12	-19	95*	10
Cc1cccc(C(=O)NN/C=C/C(=O)c2ccccc2)c1	2	-6	-17	2	3	3	8	-15	-1
CC(C)n1nc(C(=O)Oc2cccc(Cl)c2Cl)c2ccccc2c1=O	10	-3	-1	-5	1	1	6	0	-1
O=C(Nc1nccs1)c1ccc(COc2c(F)c(F)cc(F)c2F)o1	4	-4	8	-1	2	-3	-2	9	0
CC1=Nc2ccccc2/C1=C\c1nc(-c2ccc(F)cc2)oc1O	-2	2	-1	-1	1	1	9	-1	22
COCC(C)n1c(SCc2ccc(C(=O)OC)o2)nc2ccccc2c1=O (centres undefined)	5	-6	-3	-10	1	-3	-3	-28	7
COc1ccccc1NC(=O)Nc1nc(CC(=O)NCc2ccc(F)cc2)cs1	6	3	17	-15	17	1	-3	4	14
NC(Cc1ccc(C(F)(F)F)cc1)c1csc(Nc2cnccn2)n1 (centres undefined)	2	14	-3	1	17	8	4	-9	28
O=C(Nc1cccc(C(F)(F)F)c1)c1csc([C@@H]2O[C@H](CO)[C@@H](O)[C@H]2O)n1	3	0	-2	-3	2	0	3	-9	5
O=C(NCC1CCCN(C(=O)c2cccnc2)C1)c1ccc(-c2ccccc2)cc1 (centres undefined)	5	-4	-4	3	3	2	3	2	3
Cc1cc(C)nc(SC2c3cccc4cccc(c34)C2NS(=O)(=O)c2ccccc2)n1 (centres undefined)	0	-6	-5	-6	0	-3	2	1	6
Cc1ccc(NC(=O)CN2CCOCC2)cc1S(=O)(=O)N1CCCCC1	8	-2	-15	8	2	4	5	-17	4
CN1CCN(c2nc(-c3ccc(Cl)cc3)nc3ccccc23)CC1	2	-2	-1	-8	5	-3	-1	10	9
C[C@H](NC(=O)c1[nH]cnc1C(=O)Nc1ccccc1)C(=O)OC(C)(C)C	-1	-2	-2	9	1	2	7	-8	0
COc1cc(/C=C2/SC(=S)N(CC(=O)O)C2=O)ccc1OCC(=O)Nc1ccc(C)c(C)c1	-4	-1	-6	-2	1	-2	5	-1	1
Cc1ccc(S(=O)(=O)CCc2nnc(NC(=O)C3CCCCC3)s2)cc1	7	-1	3	0	0	-3	1	5	3
CNC(=S)/N=C(/Nc1ccccc1)c1ccccc1	2	-2	-3	2	2	-1	6	6	2
CN1C(=O)c2ccc(NC(=O)C3CCCCC3)cc2C1=O	-1	1	-30	-2	1	5	5	-10	7
COc1ccc(/C(O)=C(\C#N)c2nc3ccccc3n2C)cc1OC	1	11	-1	-2	5	3	-3	1	6
CSc1ccc(/C=N/n2c(C)cc(C)cc2=O)cc1	-1	-3	10	0	0	1	-6	0	5
NC(=S)NN=C1c2ccccc2-c2ccccc21	12	0	-8	3	0	1	7	1	1
CCCCC1(CC(=O)OCC)C(=O)N(c2ccccc2)N(c2ccccc2)C1=O	1	-5	2	-1	-3	-5	1	-3	-1

Look-ups from above:
M5 ag with CN1CCN(c2nc(-c3ccc(Cl)cc3)nc3ccccc23)CC1 is entered as -3
M4 ag with CCCCC1(CC(=O)OCC)C(=O)N(c2ccccc2)N(c2ccccc2)C1=O is entered as -3
CHRM1 agonist with C[C@H](NC(=O)c1[nH]cnc1C(=O)Nc1ccccc1)C(=O)OC(C)(C)C is entered as -2
M5 antag with COc1ccc(/C(O)=C(\C#N)c2nc3ccccc3n2C)cc1OC is entered as 1
M5 antag with CSc1ccc(/C=N/n2c(C)cc(C)cc2=O)cc1 is entered as -1

Next section:
SMILES	M5 antag	CHRM1 agonist	M1 antag	CHRM5 PAM	M4 ag	M5 ag	CHRM1 PAM	M4 antag	TAAR1 agonist
C/C(=N\NC(=O)c1c(Br)c(C)nn1C)c1cccc(NC(=O)C2CCC2)c1	-1	-3	-15	1	1	-5	4	-5	7
COC(=O)c1ccc2c(c1)N(C)CCS2	-3	-5	-15	-1	1	-1	7	3	0
O=C(Cc1cccs1)N/N=C/C(Br)=C/c1ccccc1	0	-1	11	-9	4	3	-8	-3	11
Cc1ccnc(N2CCCC(C(=O)Nc3nnc(C)s3)C2)n1 (centres undefined)	2	-3	6	-2	0	0	1	1	11
Cc1ccc(SCc2ccc(C(=O)NCc3cccnc3)cc2)cc1	2	-6	4	-9	5	2	-5	12	12
CC1CCCN(CCCNC(=O)C2CC(=O)N(CCc3ccccc3)C2)C1 (centres undefined)	9	-12	3	-1	-1	-4	-7	1	1
CCOC(=O)/C(C#N)=C/Nc1cc(C(=O)OCC)cc2c(OC)c(OC)ccc12	0	-4	-8	4	0	-2	7	-3	-2
CCOC(=O)N1CCC(NC(=O)C2CCN(C(=O)N3CCOc4ccccc43)CC2)CC1	-4	-2	-9	0	3	0	4	-5	3
COc1ccc(C2C(C#N)=C(N)Oc3cc4c(cc32)OCO4)cc1 (centres undefined)	-6	-3	1	3	0	2	-5	-4	5
O=C(COC(=O)CNC(=O)c1ccc(Br)cc1)Nc1nnc(-c2ccccc2)o1	-15	-1	5	6	0	-1	2	6	0
O=C(CCNC(=O)C1CCN(S(=O)(=O)c2ccc(F)cc2)CC1)NCc1ccccc1	-13	-1	-4	10	1	-3	5	-4	3
CC(C)C(=O)Nc1nnc(COc2ccc(Cl)cc2)s1	8	-4	3	4	3	-1	0	-1	8
COc1cccc(C(C2=C(O)CC(C)(C)CC2=O)C2C(=O)CC(C)(C)CC2=O)c1 (centres undefined)	-5	0	-5	-2	0	-1	12	-9	4
COc1ccc(-c2nnc(SCC(=O)Nc3cc(S(=O)(=O)N4CCCCC4)ccc3Cl)n2N)cc1	1	-8	-4	-3	0	-2	8	11	-4
Cc1cc2c3c(c1)C1(C(=O)N3C(C)(C)CC2C)C(C#N)=C(N)OC2=C1C(=O)CC(C)(C)C2 (centres undefined)	0	-3	-11	0	1	2	9	8	8
COc1ccccc1-n1c(SCC(=O)Nc2cccc(C(=O)O)c2)nnc1-c1ccccc1O	-11	-4	-23	8	0	-1	13	-8	5
O=C(NC1CCCCC1)c1cc(S(=O)(=O)N2CCOCC2)c(Cl)cc1Cl	8	-2	-7	0	-1	-1	7	10	1
O=C(c1cc(-c2ccc(Br)cc2)on1)N1CCOCC1	4	2	8	5	6	-2	4	10	6
CCc1nc2c(OCc3ccccc3C(=O)OC)cccn2c1N(C)C(=O)c1ccncc1	2	-1	-24	-2	1	1	16	3	3
Cc1c(F)cccc1NS(=O)(=O)c1ccc2c(c1)NC(=O)CO2	-5	-6	-4	4	3	0	10	4	5

This is a subset; count on the stated rates, not on these rows.
